RGS4 inh: human RGS4 inhibition | P49798 | HEK293 M3R/RGS4 inducible, Fluo-4 calcium flux; hits give high values; triggered by carbachol at its EC20 | B-score at 10 µM | actives 0.45% (n = 310,000) | AID 463165;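 active = B-score, a plate-corrected calcium signal, over three deviations above library mean, with baseline fluorescence within five deviations of library mean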;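 also: RGS4 expression induced by doxycycline in cells with stable M3 receptor; B-score is computed from the integrated fluorescence ratio over baseline after carbachol; higher B-score means a larger calcium signal and so more RGS4 inhibition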
KCNK3 block: human KCNK3 channel inhibition, primary screen; O14649; CHO-KCNK3 thallium flux, FluxOR fluorescence; hits give low values; B-score at 10 µM; actives 0.84% (n = 340,000);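 active = B-score under library mean minus 4 SD, starting fluorescence ratio at most library mean plus 5 SD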;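 also: more negative B-score means stronger inhibition of thallium flux through KCNK3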
hERG rescue: shields human hERG channel from block by proarrhythmic agents; Q12809; CHO-hERG, FluxOR thallium flux, dofetilide IC70 present; activation (rescue from dofetilide block), less the hit threshold, % at 10 µM; actives 0.51% (n = 310,000); AID 1511;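 active = activation above the mean of controls blocked by dofetilide plus 5 SD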;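 also: thallium influx through hERG after potassium depolarization seen as dye fluorescence rise; in these data hits start at about 4.7%; inactives centre near -7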
RGS4 pot: potentiators or activators of RGS4; actives 0.92% (n = 310,000); HEK293 M3R/inducible RGS4, carbachol calcium flux Fluo4; hits give low values; B-score at 10 µM; AID 463111;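 active = B-score of the integrated calcium signal more than 4 SD below the library mean, with starting fluorescence not abnormally high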;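 also: negative B-score means reduced calcium response which marks RGS4 activation or potentiation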
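Also added: carbachol at ECmax as muscarinic agonist stimulus; Assay system: HEK293 cells with stable M3R and inducible RGS4; Timing: overnight RGS4 induction, 30 min dye load 37 °C, 20 min compound RT; Measured by: Fluo4-AM (2 µM) calcium-flux fluorescence, kinetic read.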
KCNQ1 inh: human KCNQ1 channel inhibition; B-score at 10 µM; CHO-K1 KCNQ1, FluxOR thallium flux fluorescence; hits give high values; AID 2642; P51787; actives 1.3% (n = 310,000);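 active = compounds whose thallium flux B-score, printed positive for inhibition, exceeds three library SD while starting fluorescence stays within three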;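 also: channel opened by potassium depolarization with thallium stimulus after 20 min compound exposure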
Target sequence (P51787 whole entry, looked up): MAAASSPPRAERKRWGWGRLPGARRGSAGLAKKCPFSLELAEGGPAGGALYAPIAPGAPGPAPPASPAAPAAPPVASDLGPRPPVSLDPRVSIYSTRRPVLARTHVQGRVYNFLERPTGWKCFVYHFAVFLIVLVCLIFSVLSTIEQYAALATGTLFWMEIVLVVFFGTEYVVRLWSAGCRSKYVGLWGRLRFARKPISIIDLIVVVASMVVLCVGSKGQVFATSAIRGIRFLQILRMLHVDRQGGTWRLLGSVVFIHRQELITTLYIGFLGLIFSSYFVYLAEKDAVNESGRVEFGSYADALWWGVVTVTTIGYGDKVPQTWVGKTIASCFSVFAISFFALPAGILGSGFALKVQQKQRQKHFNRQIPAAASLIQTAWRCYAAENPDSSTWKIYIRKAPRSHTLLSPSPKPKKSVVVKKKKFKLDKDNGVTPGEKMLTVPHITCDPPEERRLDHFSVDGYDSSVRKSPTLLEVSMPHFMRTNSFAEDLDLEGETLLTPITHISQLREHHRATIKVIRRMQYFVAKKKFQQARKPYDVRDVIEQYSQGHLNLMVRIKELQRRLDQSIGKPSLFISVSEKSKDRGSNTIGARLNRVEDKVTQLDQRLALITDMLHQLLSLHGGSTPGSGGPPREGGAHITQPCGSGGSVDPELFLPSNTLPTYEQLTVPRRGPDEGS
MrgX1 agonist: activates human MrgX1 receptor signaling | Q96LB2 | MrgX1-HEK293 cells, Fluo-4 calcium fluorescence, agonist mode; hits give high values | B-score at 10 µM | actives 0.44% (n = 310,000);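 active = calcium response B-score plate-corrected fluorescence ratio at least 3 library SD, with starting fluorescence B-score inside 5 SD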
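Test system: HEK293 cells stably expressing human MrgX1 receptor; Input: fifteen thousand cells per well; Dosing: compound delivered in addition one of three; Schedule: overnight seeding, then 1 h dark dye loading; Technique: Fluo-4 NW calcium fluorescence; Measure: B-scored fluorescence response ratio; Controls: positive and negative controls per plate.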
ANO1 block: mouse TMEM16A channel inhibition, primary screen. Q8BHY3. HEK293 TMEM16A/YFP iodide influx fluorescence, ionomycin. normalized B-score (activity score, 25-100; higher = stronger inhibition) at 10 µM. actives 1.2% (n = 310,000). AID 588511;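 active = ratio plate-corrected score three or more library SD toward inhibition, starting fluorescence score within five deviations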;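 also: score derived from kinetic fluorescence span divided by baseline fluorescence per well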
MrgX1 PAM: allosterically activates human MrgX1 receptor signaling. MrgX1-HEK293, Fluo-4 calcium flux, FDSS; hits give high values. actives 0.63% (n = 310,000). Q96LB2. B-score at 10 µM;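 active = plate-corrected calcium response at least 3 library SD above typical, normal starting fluorescence, not activating the receptor alone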;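 also: compound read alongside a low EC10 to EC30 dose of BAM8-22 agonist; peak minus trough fluorescence over baseline measured at the second addition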
KCNK9 block: inhibitors of human KCNK9 two-pore domain potassium channel. Q9NPC2. B-score at 10 µM. HEK293 KCNK9, FluxOR thallium flux fluorescence; hits give low values. actives 1.2% (n = 310,000);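 active = ratio B-score over 3 SD below the library mean, with starting fluorescence within 5 SD of its mean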;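 also: negative B-score means less thallium flux so channel inhibition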
Target sequence (Q9NPC2 whole entry, looked up, the tested form may be a part): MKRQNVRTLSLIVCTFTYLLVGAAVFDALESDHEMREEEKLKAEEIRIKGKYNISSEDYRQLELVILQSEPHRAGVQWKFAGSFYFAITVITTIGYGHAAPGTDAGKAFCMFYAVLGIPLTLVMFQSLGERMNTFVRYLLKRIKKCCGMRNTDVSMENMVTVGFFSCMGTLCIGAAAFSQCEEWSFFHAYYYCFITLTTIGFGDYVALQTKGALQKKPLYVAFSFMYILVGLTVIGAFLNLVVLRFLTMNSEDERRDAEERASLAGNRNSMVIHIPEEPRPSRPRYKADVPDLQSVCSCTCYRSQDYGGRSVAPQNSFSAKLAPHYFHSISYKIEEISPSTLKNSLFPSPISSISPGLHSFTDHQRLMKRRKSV
ANO1 activ: mouse TMEM16A channel activation, primary screen; Q8BHY3; HEK293 TMEM16A/YFP-H148Q/I152L, iodide quench fluorescence; hits give low values; B-score at 10 µM; actives 0.3% (n = 340,000); AID 623877;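 active = fluorescence-ratio B-score plate-corrected deviation score at least 3 library SD below zero, with starting fluorescence score within 5 deviations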;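 also: channel opened by trigger with iodide after compound preincubation; score built on the fluorescence ratio of max minus min over baseline; more negative score means more quench and so TMEM16A activation or potentiation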
KCNQ1 pot: potentiators or activators of human KCNQ1 potassium channel | actives 0.35% (n = 310,000) | P51787 | B-score at 10 µM | CHO-K1 KCNQ1, thallium flux FluxOR fluorescence; hits give high values | AID 2648;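 active = fluorescence ratio B-score, a plate-corrected score, at least three library SD, with initial intensity B-score within 5 SD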
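Test system: CHO-K1 cells stably expressing KCNQ1 / Medium: assay buffer / Also added: depolarizing K+/Tl+ stimulus, K2SO4 and Tl2SO4 each 12.5 mM in 5x stock / Incubation: 90 min dye loading and 20 min compound exposure, both at room temperature / Signal: thallium influx via FluxOR fluorescence, kinetic imaging / Evaluation: B score of baseline-normalized fluorescence ratio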
The depositor's hits bear a star; i = inactive; . = not tested or not shown.

SMILES	RGS4 inh	KCNK3 block	hERG rescue	RGS4 pot	KCNQ1 inh	MrgX1 agonist	ANO1 block	MrgX1 PAM	KCNK9 block	ANO1 activ	KCNQ1 pot
CCc1ccccc1N(CC(=O)Nc1cccnc1)S(=O)(=O)c1ccccc1	i	i	-9	i	i	i	i	i	i	i	i
CCC(OC(=O)c1nsc(Cl)c1Cl)C(=O)NC(C)(C)C (centres undefined)	i	i	-4	i	i	i	i	i	i	i	i
O=c1c2c3c(sc2nc2n1CCC2)CCCCC3	i	i	-13	i	i	i	i	i	i	i	i
CC(C)=CC(=O)Nc1nnc(-c2cccnc2)s1	i	i	-7	i	i	i	i	i	i	i	i
Cc1cc(Br)ccc1NC(=O)CCS(=O)(=O)c1cccc2nonc12	i	i	-1	i	i	i	i	i	i	i	i
C[n+]1ccccc1/C=C1\Sc2ccccc2N1CCO	i	i	-13	i	i	i	i	i	i	i	i
COc1ccc(S(=O)(=O)Nc2ccc(S(=O)(=O)Nc3nccs3)cc2)cc1	i	i	-12	i	i	i	i	i	i	i	i
COc1cccc(C2C3=C(CC(C)(C)CC3=O)Nc3cc(OC)c(OC)cc32)c1 (centres undefined)	i	i	-18	i	i	i	i	i	i	i	i
COc1ccc(NC(=O)C=C(C)C)cc1Cl	i	i	-2	i	i	i	i	i	i	i	i
COC(=O)Cn1c(=O)c2c(n(Cc3ccccc3)c1=O)N/C(=C/c1ccc(OC)cc1)C2=O	i	i	-10	i	i	i	i	i	i	i	i
COc1cc(OC)c(C2=NOC(C(=O)N3CCc4ccccc4C3)C2)cc1Cl (centres undefined)	i	i	-13	i	i	i	i	i	i	i	i
COCCn1c(C)cc(C(=O)CSc2nc(C)cc(C)c2C#N)c1C	i	i	-4	i	i	i	i	i	i	i	i
O=C(Nc1cccc([N+](=O)[O-])c1)C1COc2ccccc2O1 (centres undefined)	i	i	-10	i	i	i	i	i	i	i	i
CCOC(=O)Cc1cc(C)[nH]c1C(=O)OCC	i	i	-7	i	i	i	i	i	i	i	i
Cc1cc(=O)oc2c(C)c(OC(C)C(=O)NCCCn3ccnc3)ccc12 (centres undefined)	i	i	-9	i	i	i	i	i	i	i	i
CCC(=O)c1cc2c(C)cc(=O)oc2c(C)c1OC(=O)C(C)C	i	i	-8	i	i	i	i	i	i	i	i
NC(=O)CSc1nnc(-c2ccc(O)cc2)n1Cc1ccco1	i	i	-20	i	i	i	i	i	i	i	i
COc1ccc(OC)c(-n2c(C)nc3cc(C(=O)O)ccc32)c1	i	i	-6	i	i	i	i	i	i	i	i
Cc1cc(C)n2nc(C(=O)Nc3ccc(S(=O)(=O)N(C)C)cc3)nc2n1	i	i	-7	i	i	i	i	i	i	i	i
Cc1c(CCC(C)C)c(=O)n2c([nH]c3ccccc32)c1C#N	i	i	-3	i	i	i	i	i	i	i	i
Cc1ccc(S(=O)(=O)N2CCOCC2)cc1NC(=O)CSc1ncccn1	i	i	-12	i	i	i	i	i	i	i	i
Cc1cccc(NC(=O)c2cc(S(=O)(=O)N3CCc4ccccc43)cn2C)c1	i	i	-12	i	i	i	i	i	i	i	i
CN(C)/C=C1/Oc2c(ccc3ccccc23)C1=O	i	i	-10	i	i	i	i	i	i	i	i
COc1ccc(Br)cc1CN(C)CC(=O)NCCc1ccc(S(N)(=O)=O)cc1	i	i	-5	i	i	i	i	i	i	i	i
COc1ccc(NC2=NCC(Cc3ccc(Br)cc3)S2)cc1 (centres undefined)	i	i	-20	-8.8*	i	i	i	i	i	i	i
Oc1ccc2ccccc2c1/C=N/n1cnnc1	i	i	-19	i	i	i	i	i	i	i	i
CO/N=C/C(c1ccc(Cl)nc1)S(=O)(=O)c1ccccc1 (centres undefined)	i	i	-7	i	i	i	i	i	i	i	i
O=C(NC1CCN(S(=O)(=O)c2ccc(Cl)cc2)CC1)C1CCCCC1	i	i	-6	i	i	i	i	i	i	i	i
COc1ccc(C2SCCN2S(=O)(=O)c2ccc(F)cc2)cc1OC (centres undefined)	i	i	-6	i	i	i	i	i	i	i	i
O=C(NCCCO)/C(=C\c1cn(-c2ccccc2)nc1-c1cccnc1)NC(=O)c1ccccc1	i	i	-15	i	i	i	i	i	i	i	i

Only MrgX1 agonist, for some of the entries so far:
canonical_smiles	MrgX1 agonist
COc1ccc(NC(=O)C=C(C)C)cc1Cl	i
COC(=O)Cn1c(=O)c2c(n(Cc3ccccc3)c1=O)N/C(=C/c1ccc(OC)cc1)C2=O	i

(listing goes on)
SMILES	RGS4 inh	KCNK3 block	hERG rescue	RGS4 pot	KCNQ1 inh	MrgX1 agonist	ANO1 block	MrgX1 PAM	KCNK9 block	ANO1 activ	KCNQ1 pot
O=C(Nc1ccccc1C(=O)NCCCN1CCOCC1)c1ccccc1	i	i	-6	i	i	i	i	i	i	i	i
CCOc1ccc(C(O)(CCC(C)C)C(CN2CCOCC2)c2ccccc2)cc1 (centres undefined)	i	i	-4	i	i	i	i	i	i	i	i
COc1ccccc1NC(=O)Cn1c([N+](=O)[O-])cnc1C	i	i	0	i	i	i	i	i	i	i	i
CCc1ccc(N(CC)C(=O)c2ccc3c(Cl)c4c(nc3c2)CCC4)cc1	i	i	-11	i	i	i	i	i	i	i	i
COc1cccc(C(=O)N2CCN(C(=O)Cc3ccccc3)CC2)c1	i	i	-8	i	i	i	i	i	i	i	i
CCCOc1c(Br)cc(C2C3=C(CCCC3=O)N(C)C3=C2C(=O)CCC3)cc1OC	i	i	-9	i	i	i	i	i	i	i	i
Cc1ccc(C2C3=C(CC(C)(C)CC3=O)Nc3[nH]c(=S)[nH]c(=O)c32)cc1 (centres undefined)	i	i	-15	i	i	i	i	i	i	i	i
CCOC(=O)c1cnc(SCc2nc(N)nc(Nc3ccccc3OC)n2)nc1N	i	.	-3	i	i	i	i	i	i	.	i
Cc1ccc(-n2c(C)cc(C3N=C(N)Nc4nc5ccccc5n43)c2C)c(C)c1 (centres undefined)	i	i	-3	i	i	i	i	i	-7.5*	i	i
O=[N+]([O-])c1cc(/C=N/N2CCN(C3c4ccccc4-c4ccccc43)CC2)ccc1Cl	i	i	-6	i	i	i	i	i	i	i	i
Cc1nc(C)c(-c2ccn(C(=O)NC(C)C)n2)s1	i	i	-1	i	i	i	i	i	i	i	i
COc1ccc(C(=O)NCCc2ccccc2)cc1[N+](=O)[O-]	i	i	-3	i	i	i	i	i	i	i	i
CCOC(=O)CSc1nc(NCc2ccco2)c2ccccc2n1	i	i	-13	i	i	i	i	i	i	i	i
COc1ccc(S(=O)(=O)NCCC(=O)N2CCCC2)cc1N(C)S(C)(=O)=O	i	i	-3	i	i	i	i	i	i	i	i
S=c1[nH]nc(-c2ccco2)n1C1CCCCC1	i	i	-3	i	i	i	i	i	i	i	i
O=C(Nc1ccc(S(=O)(=O)N2CCOCC2)cc1)C1CCN(S(=O)(=O)c2ccc(F)cc2)CC1	i	i	-12	i	i	i	i	i	i	i	i
CC(/C=C/c1ccccc1)=N\NC(=O)CCc1ccccc1	i	i	-22	i	i	i	i	i	i	i	i
O=C(CN1CCC(NC(=O)c2ccco2)CC1)Nc1ccccc1C(F)(F)F	i	i	-9	i	i	i	i	i	i	i	i
O=S(=O)(Cc1ccccc1)Nn1cnnc1	i	i	-6	i	i	i	i	i	i	i	i
O=C(COc1ccc(F)cc1)c1c(O)cc(O)cc1O	i	i	-13	i	i	i	i	i	i	i	i
COc1ccc(CNC(=O)C/C(C)=N/NC(=O)c2ccc([N+](=O)[O-])cc2Cl)cc1	i	i	-8	i	i	i	i	i	i	i	i
COC1=C/C(=C/c2c(O)c(C#N)c3ccccn23)C=CC1=O	i	i	-8	i	i	i	i	i	i	i	i
CCCOc1ccc(CSC2=NCCN2)cc1[N+](=O)[O-]	i	i	-5	i	i	i	i	i	i	i	i
Cc1ccc(C(=O)COC(=O)c2ccc3c(c2)C(=O)N(c2cccc4ncccc24)C3=O)cc1C	i	i	-16	i	i	i	i	i	i	i	i
CCOC(=O)CNc1ncc(C(F)(F)F)cc1Cl	i	i	-1	i	i	i	i	i	i	i	i
O=C(Nc1ccccc1F)c1oc2ccccc2c1NC(=O)C1CC1	i	i	-11	i	i	i	i	i	i	i	i
Clc1ccc2[nH]c3c(NCCCN4CCOCC4)ncnc3c2c1	i	i	-14	i	i	i	i	i	i	i	i
O=C(O)Cn1c(P(=O)(O)c2ccccc2)nc2ccccc21	i	i	-8	i	i	i	i	i	i	i	i
CC(=O)c1cccc(NC(=O)CN2CCN(Cc3ccccc3)CC2)c1	i	i	0	i	i	i	i	i	i	i	i
CCOC(=O)C1CCN(C(=O)Cn2cnc3sc(C)c(S(=O)(=O)N4CCC(C)CC4)c3c2=O)CC1	i	i	-7	i	i	i	i	i	i	i	i
N#CCC(=O)N/N=C/c1cc([N+](=O)[O-])ccc1N1CCCC1	i	i	-7	i	i	i	i	i	i	i	i
COc1ccc(/C=C2\Cc3ccccc3C2=O)cc1OC	i	i	-7	i	i	i	i	i	i	i	i
COc1cc(O)c(C(CC(=O)N2CCOCC2)c2ccc3c(c2)OCO3)c(OC)c1 (centres undefined)	i	i	-13	i	i	i	i	i	i	i	i
Cc1cc(Cl)cc(C)c1OCCCCCn1ccnc1	i	i	-8	i	i	i	i	i	i	i	i
COC(=O)C1=C(N)Oc2cc(C)n(Cc3ccncc3)c(=O)c2C1c1cccnc1 (centres undefined)	i	i	-1	i	i	i	i	i	i	-15*	i
c1ccc(CSc2ncccn2)cc1	i	i	-8	i	i	i	i	i	i	i	i
COc1ccc(Cl)cc1NC(=O)Cn1cccc1	i	i	-13	i	i	i	i	i	i	i	i
Cc1onc(-c2ccccc2Cl)c1C(=O)O/N=C(\N)c1ccc([N+](=O)[O-])o1	i	i	-10	i	i	i	i	i	i	i	i
Cc1sc2ncnc(N3CCCC(C)C3)c2c1C (centres undefined)	i	i	-6	i	i	i	i	28*	i	i	i
